AmpC inh detg = AmpC beta-lactamase inhibition with detergent present; AmpC hydrolysis of nitrocefin, absorbance 480 nm, 0.01% Triton; Potency, µM (top dose mostly 114 µM), inactives show at the top dose activity change, negative = inhibition, actives largely listed as inhibitors; hit rate 0.041% among 370,000;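 note: potency is the fitted concentration of half-maximal effect; 0% = no-compound wells and -100% = no-enzyme wells; nearly all actives have a fitted effect of over 25% in size; some results filed as inactive show a strong effect at the top dose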
Target sequence (P00811 whole entry, looked up): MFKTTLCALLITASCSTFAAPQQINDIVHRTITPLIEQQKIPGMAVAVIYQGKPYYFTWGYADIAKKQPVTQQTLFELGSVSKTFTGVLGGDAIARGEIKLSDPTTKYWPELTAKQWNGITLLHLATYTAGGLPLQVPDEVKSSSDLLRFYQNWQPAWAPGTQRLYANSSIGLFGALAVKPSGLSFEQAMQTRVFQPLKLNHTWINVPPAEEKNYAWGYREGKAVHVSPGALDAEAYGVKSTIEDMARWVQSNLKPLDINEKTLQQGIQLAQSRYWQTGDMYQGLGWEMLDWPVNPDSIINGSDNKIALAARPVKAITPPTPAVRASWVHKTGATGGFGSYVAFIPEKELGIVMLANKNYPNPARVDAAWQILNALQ
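AmpC (5.3 nM in the dispensed reagent) in 20 mM phosphate pH 7.0 with 0.01% (detergent screen) or 0.0001% Triton X-100 was preincubated with compounds for 15 min at room temperature. Nitrocefin was then added from an 800 uM solution, and hydrolysis was followed at 480 nm.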
HCMV antiviral = human cytomegalovirus inhibition. HFF cells, HCMV-luciferase reporter, 72 h; stronger effect = lower value. hit rate 4.5% among 410,000. activity change, negative = inhibition, % at 57.5 µM; in the data active = activity change below about -60%; inconclusive = no clear call, values can overlap the other calls; inactive = above about -39%
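Luciferase read-out from HCMV-luciferase-infected HFFs (MOI 1 PFU/cell) 72 h post infection at 37C; compounds added after 16 h cell attachment; activity normalized between buffer-only basal and Salinomycin (10uM) inhibitor controls.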
AMA1-RON2 inh = disrupts binding of P. falciparum AMA1 to RON2 | Potency, µM (titrated, usually from 58.2 µM), inactives show at the top dose activity change, negative = inhibition, most hits filed as inhibitors | hit rate 0.2% among 360,000 | AlphaScreen AMA1-biotinylated RON2 peptide binding;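 note: potency is the fitted concentration of half-maximal effect; 0% = vehicle wells and -100% = peptide control; nearly all actives have a fitted effect of over 45% in size; some results filed as inactive show a strong effect at the top dose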
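AMA1 (3D7) with his tag at 25 nM final met compounds first, then biotinylated RON2 peptide at 25 nM; detection used donor plus acceptor beads, 10 µg/mL apiece, read by AlphaScreen after 30 min at room temperature.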
HCV inhibitor = inhibitors of hepatitis C virus infection | Huh7.5.1 HCVcc-Cre infection, luciferase reporter, 44 h | Potency, µM (series often up to 41.8 µM), for the others: top-dose activity change, negative = inhibition, hits mostly inhibitors | hit rate 3.4% among 340,000; note: potency is the fitted concentration of half-maximal effect
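1,000 cells/well; 4 h culture; + compound; + HCVcc-Cre (~0.5 moi); 44 h; luciferase substrate, RT 15 min; read 15 sec.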
Sm TGR inh = blocks Schistosoma mansoni thioredoxin glutathione reductase. Q962Y6. purified TGR, DTNB reduction, TNB absorbance 405 nm. Potency, µM (titrated, usually from 114 µM), without a hit: at the highest dose activity change, negative = inhibition, actives largely listed as inhibitors. hit rate 3% among 360,000. AID 485364; note: potency is the fitted concentration of half-maximal effect; nearly all actives have a fitted effect of over 60% in size
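TGR 20 nM + NADPH 100 uM (dispensed conc.), cpd preinc 15 min RT; start with NADPH (500 uM addition) then DTNB (15 mM addition). Kinetic TNB absorbance, 405 nm filter. Four-parameter Hill fit across titration.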
FBPA Giardia inh = Giardia lamblia aldolase inhibition. hit rate 0.71% among 290,000. Potency, µM (titrated, usually from 59.6 µM), for inactives: top-dose activity, negative = inhibition, actives largely listed as inhibitors. purified Giardia FBPA; note: potency is the fitted concentration of half-maximal effect; nearly all actives have a fitted effect of over 55% in size
Target sequence (A8B2U2 whole entry, looked up): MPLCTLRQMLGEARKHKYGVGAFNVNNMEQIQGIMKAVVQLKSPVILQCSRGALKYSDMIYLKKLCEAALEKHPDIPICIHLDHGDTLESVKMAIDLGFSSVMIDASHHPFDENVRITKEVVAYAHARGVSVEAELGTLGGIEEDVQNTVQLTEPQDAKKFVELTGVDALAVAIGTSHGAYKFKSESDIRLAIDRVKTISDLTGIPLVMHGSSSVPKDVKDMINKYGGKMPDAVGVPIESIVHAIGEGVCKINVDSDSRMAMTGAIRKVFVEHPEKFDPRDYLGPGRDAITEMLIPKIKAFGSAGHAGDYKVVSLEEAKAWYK
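40 nM FBPA preincubated 10 min at RT with compound (up to 57.5 uM final), then substrate plus GAPDH/TPI/NAD/arsenate coupling and diaphorase/resazurin added. Fluorescence read after 20 min at RT, 525/598 nm.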
Numbers without * were called inactive; ? = inconclusive; · = no result given; [ ] = another dose, or the depositor's remark. Unless noted, calls come from the whole dose curve; as a rule, active = well fitted curve in the direction sought with a large enough effect; inconclusive = small, poorly fitted or top-dose-only effect, or another doubt; inactive = no such curve, though single readings can be large; an effect the other way counts as inactive or inconclusive. Unless noted, % is set by controls: 0 for no effect and ±100 for the full control effect. Rows were taken by chance. Share with any hit: about 9.3%.

SMILES	AmpC inh detg	HCMV antiviral	AMA1-RON2 inh	HCV inhibitor	Sm TGR inh	FBPA Giardia inh
CN(CCNC(=O)c1cn(C)c2ccc(S(=O)(=O)N3CCCC3)cc2c1=O)CCc1ccccc1	-4%	?	8%	?	?	-2%
CCNC(=O)c1ccccc1-c1nc(-c2ccccc2Cl)no1	-15%	69	9%	-18%	2%	9%
CCN(CC(=O)Nc1cccc(OC)c1)C(=O)c1ccncc1	-18%	-31	-3%	?	-17%	-4%
Cc1nc([N+](=O)[O-])c(Sc2nc3ccc([N+](=O)[O-])cc3[nH]2)n1Cc1ccccc1	-4%	55	-18%	?	14µM*	0%
CCCC1=C(C(=O)OCC)C(c2sccc2C)n2ncnc2N1 (stereo unspecified)	3%	26	-20%	-4%	4%	-6%
O=c1c(N2CCOCC2)nsnc1N1CCOCC1	-14%	7	-3%	16%	0%	?
Cc1coc2cc3oc(=O)c(CC(=O)NCc4ccc(F)cc4)c(C)c3cc12	18%	21	·	·	2%	·
Cc1nnc(SCC(=O)Nc2ccccc2)c2ccccc12	6%	5	3%	-2%	0%	-6%
COc1cccc(N2CC(C(=O)Nc3c(C(N)=O)oc4ccccc34)CC2=O)c1 (stereo unspecified)	0%	11	37%[activator]	-14%	-2%	·
O=C(COc1ccc(Br)cc1CNCCc1ccccc1)NCc1ccccc1	3%	0	-13%	?	3%	-4%
COc1ccc(NC(=S)NC(=O)Cc2ccccc2)cc1	-15%	116	15%	5%	?	-3%
O=C(OCC(=O)N1CCOCC1)c1cccc(F)c1	-3%	-15	-2%	21%	-2%	-9%
CCOCCCNC(=O)c1cnc2sc(N3CCCCC3)nn2c1=O	2%	3	·	·	9%	·
O=C1COC(c2ccccc2)C2CCCCN12 (stereo unspecified)	-10%	-5	-6%	-8%	-2%	1%
CCC(=O)N/C(=N/c1nc(C)cc(C)n1)Nc1ccc(C)cc1	2%	-11	-2%	-1%	0%	0%

Pulled one by one from the list above (5):
SMILES	AmpC inh detg	HCMV antiviral	AMA1-RON2 inh	HCV inhibitor	Sm TGR inh	FBPA Giardia inh
CCNC(=O)c1ccccc1-c1nc(-c2ccccc2Cl)no1	-15%	69	9%	-18%	2%	9%
Cc1nc([N+](=O)[O-])c(Sc2nc3ccc([N+](=O)[O-])cc3[nH]2)n1Cc1ccccc1	-4%	55	-18%	?	14µM*	0%
O=C1COC(c2ccccc2)C2CCCCN12 (stereo unspecified)	-10%	-5	-6%	-8%	-2%	1%
Cc1nnc(SCC(=O)Nc2ccccc2)c2ccccc12	6%	5	3%	-2%	0%	-6%
Cc1coc2cc3oc(=O)c(CC(=O)NCc4ccc(F)cc4)c(C)c3cc12	18%	21	·	·	2%	·

Next section
SMILES	AmpC inh detg	HCMV antiviral	AMA1-RON2 inh	HCV inhibitor	Sm TGR inh	FBPA Giardia inh
COc1ccc(CNC(=O)CCc2c(C)nc3ncnn3c2C)cc1	-2%	32	1%	4%	-2%	-14%
O=P(O)(CCc1ccccn1)CN1CCCCC1	?	3	-1%	11%	0%	5%
CCOC(=O)c1[nH]c(C)c(C(=O)Nc2cccc(Cl)c2C)c1C	-13%	18	0%	?	12%	1%
COc1ccc(CCNc2ccc(C(CC(N)=O)NC(=O)c3cc(C)cc(C)c3)cc2[N+](=O)[O-])cc1 (stereo unspecified)	?	39	-9%	-20%	9%	-1%
CC(=O)Nc1ccc(NC(=O)Nc2sc3nc4n(c(=O)c3c2C)CCC(C)CC4)cc1 (stereo unspecified)	25%	-8	·	·	-19%	·
CCCCCc1ccc(-c2cn(Cc3cccc(OC)c3)nn2)cc1	?	16	68%[activator]	-13%	27%	1%
Cn1c(=O)c2c(nc(NNC(=O)C(F)(F)F)n2C)n(C)c1=O	?	?	12%	-1%	1%	18µM*
COc1cccc(CC(=O)Nc2ccc(N3CCOCC3)c(S(=O)(=O)Nc3ccccc3OC)c2)c1	·	0	10%	28%	·	·
CCc1ccc(CNc2ccc(O)cc2)cc1	0%	·	8%	-3%	22µM*	4µM*
Cc1nn(C)c(C)c1CN(C)C(=O)C1CCC(=O)N(C2CCCCCC2)C1 (stereo unspecified)	-2%	-12	2%	1%	0%	9%
Cc1cc(C)c2nc(N3C(=O)C(O)=C(C(=O)c4ccco4)C3c3ccc(O)cc3)sc2c1 (stereo unspecified)	2%	77	51%[activator]	33%[activator]	-17%	·
O=C(NCCOc1ccccc1)C1Nc2ccc(OC(F)(F)F)cc2C2C=CCC12 (stereo unspecified)	·	-4	5%	?	·	·
Cc1cc(C(=O)N/N=C/c2cccc([N+](=O)[O-])c2)c(C)o1	-2%	34	-2%	-14%	8%	1%
COCc1cc(C)nc(N2CCOCC2)c1C#N	?	3	1%	?	1%	-3%
O=C1/C(=C\c2ccc(O)cc2)SC(=S)N1/N=C/c1ccc(O)cc1	-2%	-29	-12%	-3%	-24%	-1%
Cc1ccc(N=C2NC(=O)/C(=C/c3cn(C)c4ccccc34)S2)cc1C	?	?	-19%	13µM*	-4%	-4%
CCN(CC)c1ccc(NC(=O)c2cnn(CC)c2)cc1	1%	-36	-19%	?	5%	·
CCCCN(C(=O)c1cc(CC)c(C)s1)c1c(N)n(CC(C)C)c(=O)[nH]c1=O	8%	-2	11%	-9%	-2%	3%
COc1cc(OC)c(NS(=O)(=O)c2cc3c(cc2C)N(C(C)=O)CCO3)cc1Cl	23%	-8	·	·	-2%	·
CCOC(=O)c1c(NC(=O)CSc2cn(CCNC(=O)c3ccc(OC)cc3)c3ccccc23)sc2c1CCC2	-1%	-11	·	·	-1%	·
O=C(NNC(=O)C1COc2ccccc2O1)c1ccccc1O (stereo unspecified)	-7%	-6	96%[activator]	14%	3%	·
O=C(CN1C(=O)NC2(CCCCCC2)C1=O)Nc1ccc(Cl)c([N+](=O)[O-])c1	·	0	0%	?	·	·
COc1ccc(C(=O)On2c(-c3ccc(Br)cc3)nc3ccccc3c2=O)cc1	-6%	?	24%	?	-3%	7%
CCCn1nnnc1NCc1ccccc1OCc1cccs1	-1%	0	-3%	0%	-19%	-4%
Cn1c(O)c(/C=C/C=Nc2ccccc2)c(=O)n(C)c1=S	4%	20	-12%	5%	-6%	-8%
COc1cc(/C=N/NC(=S)NC2CC3CCC2C3)ccc1O (stereo unspecified)	-1%	48	60%[activator]	?	-21%	0%
Nc1nnc(CC(=O)Nc2ccccc2)s1	-4%	-14	-2%	13%	-2%	1%
CCc1cc2c(CN(C)Cc3ccccc3F)cc(=O)oc2cc1O	-2%	?	-6%	?	4%	-6%
CC1=CCC2C(=O)N(c3ccc(C)cc3)C(=O)C2C1 (stereo unspecified)	-4%	?	5%	23%	-2%	4%
CCOC(=O)c1c(NC(=O)CN2C(=O)NC3(CCC(C)CC3)C2=O)sc(C)c1-c1ccc(C)cc1 (stereo unspecified)	-10%	45	?	26%	-7%	1%
COc1ccc(S(=O)(=O)N2CCN(Cc3nc4ccc(C)cc4o3)CC2)cc1	5%	6	·	·	0%	·
CNC[C@@H](CC1CCCCC1)NC[C@H](CC(C)C)NCCc1cccc(C(F)(F)F)c1	-21%	-99*	96%[activator]	?	5%	17%
Oc1[nH]c2ccccc2c1N=Nc1ccccc1Cl	·	44	8%	-7%	·	·
Cc1nc(Cl)c2c(n1)N(CC(N)=O)C(=O)CO2	?	-29	9%	30%	-6%	0%
CCOC(=O)C(C)(C)N(Cc1ccccc1C)S(=O)(=O)c1ccc(Cl)c([N+](=O)[O-])c1	-19%	-32	-5%[11.6 µM]	?	0%	-4%
CC(C)(C)C1CCc2oc3ccc(NS(=O)(=O)c4ccc(C(=O)O)cc4)cc3c2C1 (stereo unspecified)	30%	?	·	·	-6%	·
O=C(O)/C(=C\c1cccc(O)c1)c1ccc(S(=O)(=O)N2CCCC2)s1	?	-34	-6%	-15%	-11%	·
CCCCn1c(N)c(N(CC(C)C)C(=O)COC(=O)c2ccccc2NCCO)c(=O)[nH]c1=O	?	-29	7%	17%	-8%	·
Cc1ccc(C(=O)Nc2cccc(C(=O)OCc3cc(=O)n4nc(C5CC5)sc4n3)c2)cc1	-2%	68	·	·	-5%	·
COc1cccc2c1[C@@H]1CN(CCCCn3c(=O)[nH]c4c(sc5ncc(-c6ccccc6)nc54)c3=O)C[C@@H]1CO2	?	-29	-16%	3.5µM*	-9%	0%
O=C(CSc1nc2ccccc2nc1Cc1ccc(Cl)cc1)N1CCN(c2ccccc2F)CC1	20%	?	·	·	5%	·
CCOC(=O)[C@H]1[C@H]2COc3ccc(OC)cc3[C@@H]2N2C(=O)[C@H](C)NC(=O)[C@@]12C	1%	1	3%	2%	?	·
O=C(O)c1ccccc1N=Nc1ccc(O)cc1	·	-5	-2%	10%	·	·
COc1ccc(-c2noc(-c3ccoc3C)n2)cc1OC	0%	57	-4%	-21%	15%	-1%
O=C(C1=C[C@@H]2[C@H]3C(=O)N(c4ccc(Cl)cc4)C(=O)[C@H]3[C@@H](C(=O)c3ccc(Cl)cc3)N2C=C1)c1ccccc1	-3%	-32	42%[activator]	-11%	14µM*	-16%
CCCCc1ccc(N2C(=NC(=O)C3CCCO3)SC3CS(=O)(=O)CC32)cc1 (stereo unspecified)	1%	-22	-3%	30%	4%	·
Cc1ccc(/C(N)=N/OC(=O)/C=C/c2ccccc2)cc1	4%	46	41%[activator]	-2%	4%	2%
Cc1[nH]c(=O)[nH]c(=O)c1/C=N/NC(=O)CCCCCNC(=O)OC(C)(C)C	-2%	38	99%[activator]	3%	10%	?
O=C(COC(=O)c1c(Cl)cccc1Cl)NC1CCCCC1	0%	-33	0%	?	4%	8%
Cc1ccc(NC(=O)CC2OC(=O)c3ccccc32)cc1S(=O)(=O)N1CCOCC1 (stereo unspecified)	?	1	0%	1%	-19%	·
Cn1c(SCc2nc3ccccc3s2)nnc1-c1ccc2c(c1)OCO2	-15%	70	17%	9%	-5%	-3%
Cc1cc(C)c(S(=O)(=O)N/N=C/c2ccc([N+](=O)[O-])o2)c(C)c1	?	13	1%	10%	7.1µM*	?
O=C(CSc1ncnc2scc(-c3ccccc3)c12)N1CCN(Cc2ccc3c(c2)OCO3)CC1	2%	-29	-13%	?	3%	-12%
CC[n+]1c(/C=C/N(C)c2ccccc2)oc2ccccc21	-3%	-97*	-14%	?	-1%	-7%
Cn1c(CCNC(=O)c2ccco2)nc2cc(NS(=O)(=O)c3ccc(Cl)cc3)ccc21	-11%	-3	6%	-21%	?	2%
CCOC(=O)c1ccc(NC(=O)CSc2cc(-c3ccccc3)nc(C)n2)cc1	-2%	-6	·	·	-4%	·
O=C(Nc1ccc(S(=O)(=O)N2CCCCCC2)cc1)c1[nH]ncc1[N+](=O)[O-]	3%	-87*	·	·	-19%	·
O=C(N/N=C\c1ccc(-c2ccccc2[N+](=O)[O-])o1)C1COc2ccccc2O1 (stereo unspecified)	0%	?	14%	2%	-5%	?
Cc1nn(-c2ccccc2)nc1C(=O)NNC(=O)c1ccc(C(F)(F)F)cc1	-7%	4	61%[activator]	-8%	5%	10%

Screening data from PubChem BioAssay.
